# FadD28 binding: inhibitors of FadD28 bisubstrate probe binding, primary screen, biochemical, fluorescence polarization, single point | Mycobacterium tuberculosis FadD28 fatty-acid-AMP ligase | inhibition, % at 12.5 µM | 360,000 compounds, 0.22% hits; in the data active means inhibition above about 8.5%, passing the limit was not always enough; inconclusive means no clear call, values can overlap the other calls
# BoNT A protease: BoNT/A light chain protease inhibitors, primary screen, biochemical, flow cytometry, MLPCN library | AID 588499, 2011 | Botulinum neurotoxin type A light chain protease (Clostridium botulinum A str. ATCC 3502) | multiplex microsphere protease substrate cleavage | inhibition, % at 10 µM | 360,000 compounds, 0.17% hits; further: plate controls were buffer without enzyme for full effect and enzyme alone for no effect
# Mtb UGM inh: M. tuberculosis UGM enzyme inhibitors, primary screen, biochemical, fluorescence polarization, single point | inhibition, % at 10 µM | purified UGM, fluorescence polarization probe displacement | UDP-galactopyranose mutase (Mycobacterium tuberculosis (strain ATCC 25618 / H37Rv)), … | AID 504406, 2011 | 320,000 compounds, 0.06% hits; in the data active means inhibition above about 10%, passing the limit was not always enough; inconclusive means no clear call, values can overlap the other calls
# Target sequence (P9WIQ1 whole entry, looked up): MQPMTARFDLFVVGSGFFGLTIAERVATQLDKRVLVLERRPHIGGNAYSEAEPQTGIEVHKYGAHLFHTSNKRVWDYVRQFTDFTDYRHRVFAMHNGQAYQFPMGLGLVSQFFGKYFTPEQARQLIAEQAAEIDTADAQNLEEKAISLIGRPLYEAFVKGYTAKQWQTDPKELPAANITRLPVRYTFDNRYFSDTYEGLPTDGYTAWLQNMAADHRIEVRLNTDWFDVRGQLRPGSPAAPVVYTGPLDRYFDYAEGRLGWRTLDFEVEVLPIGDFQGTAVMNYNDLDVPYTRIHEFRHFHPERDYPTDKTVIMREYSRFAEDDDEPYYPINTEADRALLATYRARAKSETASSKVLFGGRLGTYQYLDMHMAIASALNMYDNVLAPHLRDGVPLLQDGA
# GDH-TPI counter: GDH-TPI coupling enzyme inhibitors, primary screen, artefact control for M. tuberculosis FBA inhibitor project, biochemical, absorbance, full deck; GDH-TPI coupled enzyme counterscreen, NADH absorbance; inhibition, % at 4.8 µM; 360,000 compounds, 1.2% hits; in the data active means inhibition above about 30%;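 further: 0% = DMSO wells and 100% = wells lacking the enzyme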
# Mtb BioA inh: M. tuberculosis BioA enzyme inhibitors, primary screen, biochemical, plate reader, single point, HTS; 7,8-diaminopelargonic acid synthase BioA (Mycobacterium tuberculosis); AID 602481, 2012; purified M. tuberculosis BioA enzyme; inhibition, % at 9.99 µM; 360,000 compounds, 0.096% hits; in the data active means inhibition above about 40%; inconclusive means no clear call, values can overlap the other calls
# PfHsp40 yeast: rescue of yeast from PfHsp40 toxicity, primary screen, S. cerevisiae, ATP luminescence | S. cerevisiae expressing PfHsp40, growth rescue | growth rescue, % at 12.5 µM | 340,000 compounds, 0.68% hits | AID 504582, 2011; in the data active means growth rescue above about 28%, passing the limit was not always enough; inconclusive means no clear call, values can overlap the other calls;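 further: yeast W303a lacking pdr1 and pdr3 grown in galactose medium; growth measured after three days at 30 °C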
# Anthrax LF prot: Bacillus anthracis LF protease inhibitors, primary screen, biochemical, multiplex microsphere, MLPCN library; multiplex microsphere protease cleavage assay; inhibition, % at 10 µM; AID 588501, 2011; 360,000 compounds, 0.12% hits; Lethal factor (Bacillus anthracis), P15917; further: plate controls were buffer without enzyme for full effect and enzyme alone for no effect
# FBA Mtb inh: Mtb FBA enzyme inhibitors, primary screen, biochemical, fluorescence, strain H37Rv | purified M. tuberculosis FBA, fluorescence read-out | AID 588726, 2011 | inhibition, % at 1 µM | Fructose-bisphosphate aldolase (Mycobacterium tuberculosis (strain ATCC 25618 / H37Rv)), … | 360,000 compounds, 2.3% hits; in the data active means inhibition above about 27%;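 further: 0% = vehicle and 100% = reference inhibitor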
# Target sequence (P9WQA3 whole entry, looked up): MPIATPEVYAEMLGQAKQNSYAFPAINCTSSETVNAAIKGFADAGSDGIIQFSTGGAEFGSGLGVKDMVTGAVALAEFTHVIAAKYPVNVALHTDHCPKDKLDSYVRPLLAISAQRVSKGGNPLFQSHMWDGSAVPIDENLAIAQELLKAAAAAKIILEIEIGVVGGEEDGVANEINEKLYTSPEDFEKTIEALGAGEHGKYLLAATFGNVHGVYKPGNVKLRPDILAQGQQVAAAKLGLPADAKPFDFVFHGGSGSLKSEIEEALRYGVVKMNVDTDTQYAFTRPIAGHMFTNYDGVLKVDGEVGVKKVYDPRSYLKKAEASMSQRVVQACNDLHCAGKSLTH
# BoNT-F LC inh: BoNT/F light chain protease inhibitors, primary screen, biochemical, flow cytometry, MLPCN library. Botulinum neurotoxin type F light chain protease (Clostridium botulinum). Multiplex microsphere protease cleavage assay. inhibition, % at 10 µM. 360,000 compounds, 0.22% hits; in the data active means inhibition above about 35%, passing the limit was not always enough; inconclusive means no clear call, values can overlap the other calls; further: plate controls were buffer without enzyme for full effect and enzyme alone for no effect
# The depositor's hits bear a star; ? = inconclusive; nt = not tested or not shown. Unless noted, no stated cut-off is given here; in the data, active means inhibition above about 30%; inconclusive means no clear call, values can overlap the other calls; inactive means below that.
SMILES,FadD28 binding,BoNT A protease,Mtb UGM inh,GDH-TPI counter,Mtb BioA inh,PfHsp40 yeast,Anthrax LF prot,FBA Mtb inh,BoNT-F LC inh
Cc1cccc(NCc2ccc(Br)cc2)n1,0.3,4.6,0.1,6,0.4,-1.2,4,7,30
COc1ccc(CN(C)C(=O)C23CC4CC(CC(Cl)(C4)C2)C3)c(OC)c1OC,-1.9,-2.4,-3.7,-4,0.1,2.2,-5,-1,-4
CN(C)c1nc(N)nc(N(c2ccccc2)c2ccccc2)n1,-0.2,-1.0,-1.5,-13,2.9,1.9,-10,0,-8
CCCCc1c(O)nc(SCC(=O)N2CCOCC2)n(-c2ccccc2OC)c1=O,0.2,-1.3,5.1,6,-2.5,1.3,2,-1,-8
CCCNC(=O)c1cc2c3ccccc3n(C)c2s1,-0.5,0.2,3.5,22,nt,0.9,-6,4,3
CCOC(=O)NC1(Nc2cccc(Cl)c2)Oc2ccccc2O1,-0.4,0.5,-2.5,-1,nt,-0.3,1,-1,-6
O=C(COC(=O)c1c[nH]c(=O)[nH]c1=O)Nc1ccccc1Br,0.4,1.4,0.7,1,-2.0,-0.7,-2,-3,11
O=C(/C=C/c1ccc(Cl)c(Cl)c1)Nc1cccnc1,-2.8,-0.5,3.0,10,0.2,0.1,-3,0,1
CCCCCCC(=O)N/N=C/Cc1ccccc1,0.3,0.8,-3.0,10,0.6,-0.8,-1,1,-7
Cc1cccc2c1cnn2C(=O)CCC(=O)NCC(C)c1ccccc1 (configuration not stated),-1.3,-0.8,-2.1,0,-3.1,1.1,-7,3,-5
COc1cc(OC)cc(-c2cc3cc(F)ccc3cn2)c1,-6.3,-0.7,2.2,0,-1.2,2.1,4,3,2
COCCOC(=O)c1c(NC(=O)CNC2CCCc3ccccc32)sc(C(N)=O)c1C (configuration not stated),-0.6,0.0,-0.4,8,-0.7,-0.4,0,5,0
COc1ccccc1N1CCN(C(=O)c2cccc(NC3=NC4CS(=O)(=O)CC4S3)c2)CC1 (configuration not stated),-1.1,0.9,-0.7,-3,-0.1,-0.5,-3,3,2
Cc1cccc(/C=N/n2c(C3CCCCC3)n[nH]c2=S)c1,11*,-2.2,1.6,0,1.5,0.0,-3,-2,-16
CCOC(=O)c1ccc(NC(=O)c2nc[nH]c2C(=O)N2CCc3ccccc3C2)cc1,-1.2,-0.7,-0.6,8,-2.0,0.5,1,-1,-2
CC(C)(C)OC(=O)N[C@@H](Cc1ccccc1)C(=O)N[C@@H](CO)[C@H](O)[C@@H]1C[C@@H]1C(=O)N1CCCC1,-3.2,0.3,-0.1,1,-0.8,-0.4,-4,-1,8
Cc1ccc(CNC(=O)C2(c3cccs3)CCOCC2)cc1,-0.8,0.8,nt,1,-1.2,-0.4,-4,0,10
Cc1ccc(-n2c(=S)sc3c(=O)n(-c4ccccc4C)c(SCC(=O)O)nc32)cc1C,-0.1,-3.5,0.4,11,2.2,0.7,-4,-1,6
Cc1ccc(OC(C)C(=O)N2CC(=O)Nc3ccccc32)c(C)c1 (configuration not stated),-0.9,2.5,0.6,-1,nt,0.0,-2,0,18
O=C1CN(C(=O)COC(=O)c2cccs2)c2ccccc2N1,-2.3,0.3,nt,11,-2.6,-1.2,-4,2,1

# One compound at a time (already shown). Order of values: FadD28 binding | BoNT A protease | Mtb UGM inh | GDH-TPI counter | Mtb BioA inh | PfHsp40 yeast | Anthrax LF prot | FBA Mtb inh | BoNT-F LC inh
# `COCCOC(=O)c1c(NC(=O)CNC2CCCc3ccccc32)sc(C(N)=O)c1C` (configuration not stated) is entered as -0.6 | 0.0 | -0.4 | 8 | -0.7 | -0.4 | 0 | 5 | 0
# `O=C1CN(C(=O)COC(=O)c2cccs2)c2ccccc2N1` is entered as -2.3 | 0.3 | nt | 11 | -2.6 | -1.2 | -4 | 2 | 1
# `Cc1cccc2c1cnn2C(=O)CCC(=O)NCC(C)c1ccccc1` (configuration not stated) is entered as -1.3 | -0.8 | -2.1 | 0 | -3.1 | 1.1 | -7 | 3 | -5
# `CCOC(=O)NC1(Nc2cccc(Cl)c2)Oc2ccccc2O1` is entered as -0.4 | 0.5 | -2.5 | -1 | nt | -0.3 | 1 | -1 | -6
# `CCOC(=O)c1ccc(NC(=O)c2nc[nH]c2C(=O)N2CCc3ccccc3C2)cc1` is entered as -1.2 | -0.7 | -0.6 | 8 | -2.0 | 0.5 | 1 | -1 | -2

# Additional entries
SMILES,FadD28 binding,BoNT A protease,Mtb UGM inh,GDH-TPI counter,Mtb BioA inh,PfHsp40 yeast,Anthrax LF prot,FBA Mtb inh,BoNT-F LC inh
CCc1ccc(-c2csc3ncn(CC(=O)NCc4ccco4)c(=O)c23)cc1,-5.6,-0.6,-1.9,-4,-2.0,-0.8,-2,-4,-3
O=c1[nH]c(=O)n(CCc2ccccc2)c(O)c1C=NCCN1CCNCC1,-0.1,nt,0.8,0,-0.8,-1.7,nt,2,nt
Cc1ccc(C(=O)Nc2ccccc2N2CCCCC2)o1,-5.2,-0.2,-2.5,6,-0.1,3.2,4,0,4
COc1ccc(C2=CSC3=NCCN23)cc1Br,-1.8,1.0,1.2,-1,2.0,nt,-8,1,-8
O=C(NCCCN1CCOCC1)c1cc(-c2ccccc2F)no1,-0.4,-3.3,-0.1,-2,-1.2,-1.3,-4,1,3
N#CNC(N)=Nc1cccc(Cl)c1,-8.5,-0.8,-0.2,6,nt,0.6,0,1,-10
COc1ccccc1NC(=S)N(CCN(C)C)C(C)c1ccncc1 (configuration not stated),-2.2,-0.9,-0.6,6,-0.1,0.5,-5,4,-2
COC(=O)C(C)Oc1cc(OC(C)C(=O)OC)c2c(-c3ccccc3)cc(=O)oc2c1 (configuration not stated),-0.1,3.1,0.3,13,0.1,1.7,-7,7,-4
Nc1ccccc1C(=O)Nc1nccs1,-1.3,-0.3,-1.8,7,-0.4,-0.9,0,55*,-8
COc1ccc(OC)c(NC(=O)c2ccc(CN(c3cc(Cl)ccc3C)S(=O)(=O)c3ccccc3)cc2)c1,-2.3,0.1,-2.5,-6,-0.8,0.4,0,-2,-5
O=c1oc2c3c4c(cc2c(C(F)(F)F)c1CCN1CCOCC1)CCCN4CCC3,-1.2,-1.0,-0.8,9,nt,-0.3,-1,-2,0
O=C(c1ccc(CS(=O)(=O)c2ccc(Br)cc2)o1)N1CCN(c2ncccn2)CC1,2.1,-0.2,0.6,0,-2.7,0.0,4,4,-4
CCN(C(=O)CSc1nnc(NC2CCCCC2)s1)C1CCS(=O)(=O)C1 (configuration not stated),-2.2,0.2,1.8,3,nt,0.6,1,3,-11
CC(=O)c1sc(NC(=O)C2CCN(C(=O)c3ccccc3C)CC2)nc1-c1ccccc1,-0.8,1.4,-1.2,7,-0.2,0.0,6,4,8
O=C(NCc1ccccc1)C1CCCN(S(=O)(=O)c2ccc(F)cc2)C1 (configuration not stated),-3.7,3.5,0.3,1,-0.8,-0.6,0,0,16
N#C/C(=C/c1cn(-c2ccccc2)nc1-c1cccc(OCc2ccccc2)c1)C(=O)NCCCn1ccnc1,-2.7,-1.3,-0.2,4,-1.0,0.6,-10,0,-18
COc1ccc(C(CCN)Cc2ccccc2)cc1 (configuration not stated),-4.9,-0.3,-2.8,1,nt,0.8,0,-1,-4
CN(C)S(=O)(=O)N1CCC(Oc2cccc(C(=O)N3CCSCC3)c2)CC1,-0.2,-0.1,-0.6,2,2.0,-0.5,0,0,2
CCOC(=O)c1c(-c2ccc(C)o2)csc1NC(=O)CSc1nnc(C)s1,-1.6,?,0.7,10,-0.8,3.5,0,6,27
COc1ccc(S(=O)(=O)N2CCN(C)CC2)c2ccccc12,-0.2,-0.5,0.3,6,-2.7,-0.8,-5,3,-13
CN(C)c1cccc(C(=O)Nc2cccc(S(=O)(=O)NC3=NCCC3)c2)c1,-0.7,-1.9,-2.2,-1,0.0,-0.7,-9,2,-19
O=C(c1ccc(CS(=O)(=O)Cc2ccc(Cl)cc2)o1)N1CCCC1,-0.2,1.0,1.3,12,1.6,1.6,-5,2,1
Cc1nnc(SCC(=O)Nc2ncc3c(n2)CCCC3=O)s1,-1.1,-0.2,1.2,-2,5.1,0.2,2,-1,5
CCCC(=O)Nc1ccc2oc(-c3ccncc3)nc2c1,-2.1,-0.1,1.9,19,-2.4,1.3,-2,17,-1
O=C(COc1ccccc1)N1CCN(S(=O)(=O)c2ccc(Br)cc2)CC1,-0.7,0.3,0.9,4,0.3,1.7,-1,0,1
CCOc1ccc(S(=O)(=O)NCc2ccc(OC)cc2)c2cccnc12,-2.1,0.0,-4.2,6,-1.2,-0.6,0,4,4
OCc1ccccc1-c1cnc2cccnn12,-0.9,-0.3,nt,9,-1.1,nt,2,105*,-2
CCN(C(=O)c1cn(C)c(=O)c2ccccc12)c1ccccc1F,-3.0,-0.2,-1.2,3,12,0.6,9,-1,-8
COc1cccc(-c2ccc(C#N)c(SCC(=O)NCCc3ccc(Cl)cc3)n2)c1,-2.9,2.5,1.4,11,nt,-2.4,2,5,15
Cc1ccccc1-n1nnnc1SCC(=O)N(C)C1CCS(=O)(=O)C1 (configuration not stated),-2.2,-0.7,0.7,-5,0.3,-0.2,-4,-2,0
CC(=O)Nc1cccc(/C(C)=N/NC(=O)c2ccccc2Cl)c1,-1.7,-0.6,-0.1,-10,1.2,0.0,0,2,-13
O=C(NC1CCCCC1)NC1(C(=O)NCCCN2CCOCC2)CCCCC1,0.4,-0.6,-2.3,10,-2.4,-0.3,0,-8,-17
Cc1ccc(C(=O)NCC(=O)OCc2nnc(-c3ccc([N+](=O)[O-])cc3)o2)s1,-4.2,-0.5,0.2,6,1.5,-0.1,2,0,-5
COc1ccccc1N1CCN(Cc2nc(N)nc(Nc3ccccc3)n2)CC1,2.0,-0.4,1.1,-11,nt,-1.7,0,3,-9
N#Cc1ccc(C(=O)Nc2nnc(-c3ccccn3)o2)cc1,0.1,-1.3,0.9,21,0.1,-0.9,-2,-1,6
S=C(Nc1ccc(Nc2ccccc2)cc1)NC1CCCCCC1,1.2,-2.7,0.1,2,nt,-0.1,-5,-1,-19
Cc1ccccc1NC(=O)Cc1nc(COC(=O)/C=C/c2ccc(F)cc2)cs1,-0.9,-0.5,nt,7,8.1,nt,-6,2,-9
CCOC(=O)C1CCCN(C(=O)c2cc(=O)c3ccccc3o2)C1 (configuration not stated),-2.7,-0.1,-0.2,6,-0.1,-1.0,2,2,8
COc1ccc(NC(=O)CSc2ccc([N+](=O)[O-])cc2)cc1S(=O)(=O)N1CCOCC1,12*,-0.2,nt,10,nt,-0.1,-7,3,-7
CC(C)(C)c1ccc(C(=O)NCC(=O)N2CCCC2)cc1,0.6,-4.4,3.0,0,-2.7,-0.3,1,-1,-60
Cc1ccc(N2CC(C(=O)Nc3ccc(S(=O)(=O)NCC4CCCO4)cc3)CC2=O)cc1C (configuration not stated),0.5,-0.4,1.0,-3,0.5,0.4,-2,-1,-26
COc1ccc(-c2cc(CNc3nc4cc(-c5ccccc5C)sc4c(=O)n3C)on2)cc1,-4.9,0.0,nt,3,0.2,nt,-6,-1,1
Cc1cccc(Cn2c(NCC(C)O)nc3c2c(=O)n(C)c(=O)n3C)c1 (configuration not stated),-0.9,-0.3,-1.4,3,0.9,-0.7,-2,4,0
COc1ccc(C(=O)NCc2ccccn2)cc1,-2.1,0.2,-3.2,6,0.9,0.6,3,0,-3
CCOC(=O)C1(C#N)Cc2ccccc2C1,-3.6,0.2,nt,-9,-0.6,-0.1,3,1,-5
C=CCn1c(COc2ccccc2)nnc1SCC(=O)NCC(=O)OCC,-3.2,1.2,0.3,0,1.3,-0.2,4,2,20
